LDHA inh: qHTS assay for inhibitors of human lactate dehydrogenase | L-lactate dehydrogenase A chain (Homo sapiens), P00338 | purified LDHA, NADH/diaphorase-resazurin fluorescence; active compounds read low | activity change, % (values are at about 110 or 230 µM) | 480,000 compounds, 0.15% hits | AID 1347041, 2019; in the data active means activity change below about -30%;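 further: plate controls were DMSO wells for no effect and wells without enzyme for full effect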
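Remaining NADH was detected by diaphorase (0.133 mg/mL) converting 37 µM resazurin to fluorescent resorufin, read at 0 and 20 minutes. The preceding 5-minute room-temperature reaction used 2 nM LDHA, 0.2 mM sodium pyruvate and 0.06 mM NADH at pH 7.4.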
Numbers without * were called inactive.

SMILES	LDHA inh
CC1CCN(C(CNC(=O)c2cc3ccccc3oc2=O)c2cccs2)CC1 (configuration not stated)	8
COc1ccc(C)cc1NC(=O)c1nc(-c2ccccc2)oc1C	3
CCOC(=O)c1[nH]c(C)c(C(=O)OCc2ccc(C(N)=O)cc2)c1C	4
O=C(O)C1CCN(S(=O)(=O)c2cc(Cl)ccc2Cl)CC1	5
COc1ccc(CNC(=O)C(=O)Nc2ccc(C)cc2C)cc1	-31*
O=C(O)c1cc(-c2cccc(Cl)c2)nc2ccccc12	-7
CCOC(=O)c1ccc2[nH]c(CSCC(=O)Nc3cccc(Cl)c3C)cc(=O)c2c1	7
CN=c1scc(C)n1/N=C/C1CCCCC1	0
COc1cc2c(cc1OC)-c1c(c(C(=O)N3CCC(C(N)=O)CC3)nn1-c1cccc(Cl)c1)C2	4
CC(C)CCNC(=O)Cn1cc(C#N)c2ccccc21	3
S=C(NCCCc1cnc[nH]1)NCCCN(Cc1ccc(Cl)c(Cl)c1)c1ccccn1	3
COc1ccc(C2Nc3ccccc3C(=O)N2Cc2ccncc2)cc1COc1ccc(NC(C)=O)cc1 (configuration not stated)	10

SMILES	LDHA inh
Cn1c(CC(=O)Nc2ccc(F)cc2)nnc1SCC(=O)c1ccc(C#N)cc1	0
O=C(O)c1nn(CC(=O)N2CCCCC2)c(=O)c2ccccc12	0
FC(F)(F)c1ccc(Sc2ncccn2)nc1	5
O=C(COC(=O)c1cccs1)c1ccc(OC(=O)c2ccco2)cc1	-6
CC(C)OC(=O)CC(NC(=O)c1cccc(CS(C)(=O)=O)c1)c1ccccc1 (configuration not stated)	9
O=c1c2ccccc2nc2sc(Nc3ccc(Oc4ccccc4)cc3)nn12	-9
CCN(C)C1CN(Cc2cn(Cc3ccc(C)cc3)nn2)S(=O)(=O)C1 (configuration not stated)	-6
O=C(Nc1ccc(-c2ccccc2)cc1)c1cc(F)c(F)cc1Cl	0
Cc1cccc(NC(=O)c2cc(=O)c3cc(C)cc(C)c3o2)c1	8
O=C(Oc1cccc(Br)c1)c1cccc2ccccc12	8
COC(=O)c1sc2cccc(F)c2c1S(=O)(=O)N1CCN(c2cc(C)ccc2C)CC1	-5
O=C(NCc1ccc(OC(F)F)cc1)c1cc(Cl)ccc1-n1cnnn1	1

In the list so far, these contain a COOH group:
SMILES	LDHA inh
O=C(O)C1CCN(S(=O)(=O)c2cc(Cl)ccc2Cl)CC1	5
O=C(O)c1cc(-c2cccc(Cl)c2)nc2ccccc12	-7
O=C(O)c1nn(CC(=O)N2CCCCC2)c(=O)c2ccccc12	0

(further entries)
SMILES	LDHA inh
CC(C)(C)n1nnnc1C(c1cc2ccccc2o1)N1CCCC1 (configuration not stated)	1
O=C(CSc1nc(-c2cccs2)nc2ccccc12)N1CCCCC1	4
CC1(C)Cc2sc3c(=O)n(CC(=O)c4ccc(Br)cc4)cnc3c2CO1	2
O=C(O)C#CC(O)(c1ccccc1)c1ccccc1	6
CCSc1nc(C)cc(C(F)(F)F)c1C#N	-2
N#Cc1c(NC(=O)CSc2nccn2Cc2ccccc2)sc2c1CCC2	6
Cc1ccc(CNC(=O)C2(C)CN(S(C)(=O)=O)CC(=O)N2c2cc(C)ccc2C)cc1 (configuration not stated)	2
CC(OC(=O)c1cc(S(C)(=O)=O)ccc1Cl)C(=O)Nc1nc(-c2ccccc2)cs1 (configuration not stated)	1
O=C(CSCc1cccs1)NCC1CCCO1 (configuration not stated)	9
Cc1[nH][nH]c(=O)c1C(c1ccc(OCc2ccccc2)cc1)c1c(C)[nH][nH]c1=O	27
COCc1cn(CC(C)n2c(=O)c3ccccc3n2Cc2cc(C(C)C)no2)nn1 (configuration not stated)	-5
CC(=O)c1cccc(Nc2nc3ccccc3nc2NS(=O)(=O)c2ccc(C)c(C)c2)c1	-6

SMILES	LDHA inh
COc1ccc(C(=O)COC(=O)C(CC(=O)c2ccccc2)Nc2ccccc2OC)cc1 (configuration not stated)	3
CC(C)(C)c1nnc(NC(=O)C2CCN(C(=O)c3ccccc3Cl)CC2)s1	-4
CC(NC/C=C/c1ccccc1)c1ccccc1 (configuration not stated)	-8
CCCN(C)C1CN(Cc2cn(Cc3ccc(OC)cc3)nn2)S(=O)(=O)C1 (configuration not stated)	4
CCOc1cccc(C(=O)NNC(=O)C2C3CCC(C3)C2C(=O)O)c1 (configuration not stated)	2
O=S(=O)(Nc1cccc(C#Cc2cccs2)c1)c1cccs1	2
CC(=O)c1c[nH]c2cc(C#N)ccc12	12
COc1cccc(C2=C(C(C)=O)Sc3nnc(C)n3N2C(C)=O)c1	-5
COc1ccccc1-c1cn(CC[C@@H]2CC[C@H](NC(=O)C3CCC3)[C@@H](CO)O2)nn1	-1
Cc1ccc2nc(-c3ccc(C)c(NC(=O)c4ccc([N+](=O)[O-])cc4)c3)oc2c1	1
O=C(CCSc1ccccc1Cl)OCC(=O)c1ccc(C2CCCCC2)cc1	-7
CCCNC(=O)NC(=O)CN(CCC1CCCCC1)CC(N)=O	-1

SMILES	LDHA inh
CC1=C(C(=O)c2ccccc2)C(c2ccc(Br)cc2)NC(=O)N1 (configuration not stated)	-21
C=C1C(=O)OC2C1CCC(C)=CCCC1(C)OC21 (configuration not stated)	-2
CCOC(=O)c1nc(NCc2ccc(F)cc2)c2ccccc2n1	-2
O=C(NCCNCc1c[nH]c2ccccc12)c1ccccc1F	-7
COc1ccc(-c2cc(=O)c3cc(OC(=O)C(C)(C)C)ccc3o2)cc1	-32*
CCCc1nn2c(=O)cc(COC(=O)c3cc(OC)c(OC)c(OC)c3)nc2s1	2
CC(C)C[C@H]1CN([C@@H](Cc2ccc(O)cc2)CN2CCC[C@H]2CN2C(=O)C(=O)NC[C@@H]2Cc2ccccc2)C(=O)C(=O)N1CC1CCCCC1	2
O=S(=O)(c1ccc(Br)s1)N1CCC(n2c(C(F)(F)F)nc3cccnc32)CC1	5
COc1ccc2c(c1)c(C(C(=O)O)N1C[C@H](C)C[C@H](C)C1)cn2CC(=O)O (some centres not stated)	13
COc1ccccc1Nc1nc(-c2ccc3c(c2)CC(C)N3S(C)(=O)=O)cs1 (configuration not stated)	8
COc1cc(/C=N/O)c(Br)cc1O	6
COc1ccccc1-c1nc(C#N)c(N(C)Cc2ccccc2)o1	0

SMILES	LDHA inh
Cc1cccc(NC(=O)NCCc2nnc3n2CCCCC3)c1	-7
CN(C)CCCNC(=O)c1nc(-c2ccc3[nH]ccc3c2)no1	3
COCCCNC(=S)NNC(=O)CC(c1ccccc1)c1ccccc1	-5
CC1(C)CC2(C)OC(=O)OC2(C)c2ccccc21 (configuration not stated)	-8
O=C(c1ccccc1F)N(Cc1cccs1)C1CC1	-1
Cc1cc(C)cc(C(=O)N(C)C2CCN(CCc3ccccn3)CC2)c1	0
C[N+]1(Cc2ccccc2F)CCN(/C=C/C(=O)C(F)(F)F)CC1	-2
N#CCC(=O)Nc1ccc(C(=O)OCc2cccc(Cl)c2)cc1	-21
CCC(CC)C(=O)Nc1sc2c(c1C#N)CCCC2	-5
CC(NC(=O)C1CC1C)c1ccc2c(c1)CCCC2 (configuration not stated)	-21
CNCc1ccc(-c2cccc(C(F)(F)F)c2)o1	12
Cc1ccc(S(=O)(=O)Nc2nc3ccccc3nc2Nc2cccc(Cl)c2)cc1	10

The list goes on; the last two above are carried over.
SMILES	LDHA inh
CNCc1ccc(-c2cccc(C(F)(F)F)c2)o1	12
Cc1ccc(S(=O)(=O)Nc2nc3ccccc3nc2Nc2cccc(Cl)c2)cc1	10
CCOc1ccc(C(=O)Nc2ccc3oc(-c4ccncc4)nc3c2)cc1Br	-2
Cc1nn(-c2nc3ccccc3o2)c2c1C(c1ccc(C#N)cc1)CC(=O)N2 (configuration not stated)	-7
CCCCCCCCCCCCS(=O)(=O)CC(C)C(N)=O (configuration not stated)	-1
O=C(Nc1ccccc1C(=O)N1CCCC1)c1cnc2ccccc2n1	12
CC(NC(=O)c1ccc2c(c1)OCC(=O)N2)c1cccs1 (configuration not stated)	4
NC(=O)c1cc(Cl)ccc1OCc1ccc(OC(F)(F)F)cc1	15
CC(=O)c1ccc(C(=O)Nc2nnc(-c3ccco3)o2)cc1	-5
Cc1ccc(C(=O)C(C#N)C(=O)Nc2ccccc2C)s1 (configuration not stated)	7
CCCCC(NC(=O)Cc1ccccc1)C(=O)O (configuration not stated)	0
O=C(OCC(=O)c1ccccc1Cl)c1ccc(OCc2ccccc2)cc1	-5
COc1ccc(/C=C/c2nc3ccccc3[nH]c2=O)c(OC)c1	-1
CCCCCc1c(C)nc(Nc2nc(C)c3ccc(CC)cc3n2)[nH]c1=O	18

SMILES	LDHA inh
CC(Sc1ncccn1)C(=O)NC(c1ccccc1)c1ccccc1 (configuration not stated)	7
O=C(CC1CCCCC1)Nc1cc(C(F)(F)F)ccc1Cl	5
CC1(c2nnnn2-c2ccc3c(c2)OCCO3)CCC(=O)N1CC(F)(F)F (configuration not stated)	0
CC(C)Cn1c(SCC(=O)NCc2ccccc2Cl)nc2ncccc2c1=O	2
CCCc1ccc(NC(=O)c2nccnc2N)cc1	5
O=C(NC12CC3CC(CC(C3)C1)C2)C1CCCc2ccccc21 (configuration not stated)	4
Cc1ccc(C(=O)OCC(=O)c2cc(C)n(Cc3ccco3)c2C)s1	6
CCOc1ccccc1OC(=O)c1ccccc1	4
Cn1c(=O)c2c(ncn2CC(O)COc2ccc(C(C)(C)C)cc2)n(C)c1=O (configuration not stated)	-1
COCCCNC(=O)c1ccccc1-c1ncc(-c2ccccc2F)o1	7
CC1CCCN(CC(=O)NCCC2=CCCCC2)C1 (configuration not stated)	2
O=C(Cc1c[nH]c2ccccc12)Nc1cccc(C(=O)NC2CC2)c1	-5

5 compounds already listed, ordered by heavy-atom count, smallest number first:
SMILES	LDHA inh
CC1CCCN(CC(=O)NCCC2=CCCCC2)C1 (configuration not stated)	2
O=C(NC12CC3CC(CC(C3)C1)C2)C1CCCc2ccccc21 (configuration not stated)	4
O=C(Cc1c[nH]c2ccccc12)Nc1cccc(C(=O)NC2CC2)c1	-5
COCCCNC(=O)c1ccccc1-c1ncc(-c2ccccc2F)o1	7
CC1(c2nnnn2-c2ccc3c(c2)OCCO3)CCC(=O)N1CC(F)(F)F (configuration not stated)	0

(next part)
SMILES	LDHA inh
COc1ccc(NC(=O)COc2ccccc2)c2cccnc12	31
COc1ccc(/C=C2\Oc3cc(OS(=O)(=O)c4ccccc4)ccc3C2=O)c(OC)c1	14
COc1ccc(-c2csc(NC(=O)CN3CCN(c4cccc(C(F)(F)F)c4)CC3)n2)cc1	2
Cc1ccc(NC(=O)CCc2c(C)[nH]n(-c3ccc(F)cc3)c2=O)cc1F	8
Cc1ccc2nc(C)c(C(=O)NCc3cccnc3-n3cncn3)cc2c1	5
CC(Cl)C(=O)NC(C)C1CC2CCC1C2 (configuration not stated)	2
c1ccc(CNCCCN2CCCCC2)nc1	13
CCCn1c(SCc2cc(=O)oc3cc(C)c(C(C)C)cc23)n[nH]c1=O	1
Cc1cccc2c(=O)n(CC(=O)Nc3ccc4oc(C(C)(C)C)nc4c3)cnc12	7
CC(C)CC(=O)NC(NC(=O)CC(C)C)c1ccccc1	7
COc1ccc(-c2nc(C)c(C(=O)NCc3ccccc3OC)s2)cc1	-2
NC(=O)C1CCN(c2nccc(-c3ccc(Br)cc3)n2)CC1	-6

SMILES	LDHA inh
CCOC(=O)CCN(CC1CC1)C(=O)Cc1cccs1	4
CC(C)NC(=O)C1(C)CN(S(C)(=O)=O)CC(=O)N1C1CC1 (configuration not stated)	1
O=C(Nc1ccc(F)cc1)C(CCc1ccccc1)N1CCN(c2cccc(C(F)(F)F)n2)CC1 (configuration not stated)	-1
O=c1oc2ccccc2cc1-c1nnc(Nc2cccc3ccccc23)s1	11
Cc1ccc2c(=O)cc(C(=O)Nc3sc4c(c3C#N)CCCC4)oc2c1C	-1
CC(C)n1nc(C(=O)OCC(=O)Nc2ccc(S(=O)(=O)N(C)C)cc2)c2ccccc2c1=O	1
Cc1nc(-c2ccc(CNC(=O)c3nccnc3N)s2)cs1	2
Cc1cn([C@H]2C[C@H](N[S+](=O)([O-])Cc3ccc(Cl)cc3)[C@@H](CO)O2)c(=O)[nH]c1=O	-2
COCCn1c(SCC(=O)c2cc(C)c(C)cc2C)nc2ccccc2c1=O	-5
Cn1c(=O)[nH]c(=O)c2c1nc(Sc1ccccc1)n2CCCc1ccccc1	2
Cc1cc(SCc2cc(Cl)c3c(c2)OCCCO3)nc(C)n1	-1
Cc1ccc(NC(=O)CSc2n[nH]c(=O)c3cc(-c4ccco4)nn23)cc1F	9

SMILES	LDHA inh
N#Cc1ccnc(Sc2ccc(Cl)cc2)c1	-3
O=S(CCN1CCc2ccccc2C1)c1ccccc1 (configuration not stated)	3
COc1ccc(C(=O)Oc2cc(C)ccc2C)cc1I	8
CCCN1C=NS(=O)(=O)c2cc(C(=O)NC3CCCCC3)ccc21	4
CC(C)C(CNC(=O)C1CCN(c2nc3ccccc3o2)CC1)N(C)C (configuration not stated)	-4
Cc1cnc(C(=O)NCc2sccc2C)cn1	3
COc1cccc(NS(=O)(=O)c2cc(C(=O)N3CCCC3)cs2)c1	-4
O/N=C/c1ccc(Cl)cc1	0
CCNC(=O)NC(=O)C(C)Sc1nnc(-c2ccccc2)n1CC (configuration not stated)	-1

Source: PubChem BioAssay

An excerpt. The share of hits here may be higher or lower than overall.
